Screens from PubChem.
GLP1R inv ag: qHTS of GLP-1 Receptor Inverse Agonists (Inhibition Mode). HEK293 GLP-1R CRE-luciferase, luminescence, 24 h; GLP-1R form is constitutively active. Potency, µM (highest dose often 38.3 µM), for inactives: top-dose activity change, negative = inhibition, actives largely listed as inhibitors. 1.6% of 410,000 active; also: potency is read from the fitted curve at half-maximal effect; % is scaled to controls: 0 for no effect and ±100 for the full control effect; nearly all actives have a fitted effect of over 55% in size
Target sequence (P43220 whole entry, looked up): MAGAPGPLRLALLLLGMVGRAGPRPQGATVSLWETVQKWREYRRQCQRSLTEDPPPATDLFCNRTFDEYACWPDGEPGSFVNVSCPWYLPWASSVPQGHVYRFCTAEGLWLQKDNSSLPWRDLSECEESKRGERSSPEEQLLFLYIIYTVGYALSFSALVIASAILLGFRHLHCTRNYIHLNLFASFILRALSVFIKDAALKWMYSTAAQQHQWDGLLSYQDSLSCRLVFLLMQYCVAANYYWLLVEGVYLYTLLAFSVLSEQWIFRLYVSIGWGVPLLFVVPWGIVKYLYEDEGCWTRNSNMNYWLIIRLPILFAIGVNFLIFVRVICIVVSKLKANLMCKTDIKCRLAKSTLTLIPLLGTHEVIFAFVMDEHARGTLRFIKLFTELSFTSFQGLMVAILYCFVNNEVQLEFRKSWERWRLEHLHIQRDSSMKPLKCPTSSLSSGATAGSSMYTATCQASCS
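Using stably transfected HEK293 (constitutively active GLP-1R, cAMP-luciferase reporter), compounds were incubated 24 hr and luciferase measured by luminescence.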
D3 ag: qHTS of D3 Dopamine Receptor Agonist: qHTS; D(3) dopamine receptor (Homo sapiens), P35462; D3R DiscoveRx beta-arrestin cells, luminescence, 90 min; max activation, %; 0.58% of 410,000 active; AID 652048, 2013; in the data active = max activation above about 30%; also: 0% is about no effect; mostly tested at two doses, the higher about 12 µM
Target sequence (P35462 whole entry, looked up): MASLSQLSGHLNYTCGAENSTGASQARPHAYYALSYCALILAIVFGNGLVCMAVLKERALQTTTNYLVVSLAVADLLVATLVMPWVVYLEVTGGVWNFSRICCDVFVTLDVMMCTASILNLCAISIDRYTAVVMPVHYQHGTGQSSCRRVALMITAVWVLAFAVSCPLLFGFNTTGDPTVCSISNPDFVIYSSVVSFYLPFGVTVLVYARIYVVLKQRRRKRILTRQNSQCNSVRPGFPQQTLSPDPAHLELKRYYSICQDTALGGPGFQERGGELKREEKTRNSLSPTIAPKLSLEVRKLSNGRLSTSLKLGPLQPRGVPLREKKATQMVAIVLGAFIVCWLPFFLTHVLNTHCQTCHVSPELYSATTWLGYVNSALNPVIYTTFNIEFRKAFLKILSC
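Cells at 1500/well, incubated overnight, then treated with pinned compounds (dopamine as control) for 90 min at 37 degrees C. DiscoveRx reagent added for 30 - 60 minutes at room temperature; luminescence read.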
GLP1R cytotox: qHTS of GLP-1 Receptor Inverse Agonists: Cytotox Screen; HEK293 cAMP-luciferase reporter cells, luminescence, 24 h; Potency, µM (titrated, usually from 38.3 µM), for inactives: at the top dose activity change, negative = inhibition, actives largely listed as inhibitors; 0.13% of 410,000 active;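 also: loss of luciferase light is scored as toxicity; potency is read from the fitted curve at half-maximal effect; % is scaled to controls: 0 for no effect and ±100 for the full control effect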
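Here, cytotoxicity is scored as loss of luminescence. The MLSMR collection was tested on cells seeded in medium containing 10% Nu serum, with a 24 hr compound exposure preceded by 12 hours of culture.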
* hit, by the source's call; ? = inconclusive; [ ] = another dose, or the depositor's remark. Unless noted, calls follow the shape of the dose curve; as a rule, active = well fitted curve in the direction sought with a large enough effect; inconclusive = small, poorly fitted or top-dose-only effect, or another doubt; inactive = no such curve, though single readings can be large; an effect the other way counts as inactive or inconclusive. Only part of the results is shown; rates above refer to the full screens.

SMILES	GLP1R inv ag	D3 ag	GLP1R cytotox
CCCN1CCN(CCCNC(=O)c2ccc3c(c2)sc2nc(-c4ccc(OC)cc4)cn23)CC1	?	-9.9	1.9%
COc1ccccc1CCNC(=O)Cc1ccc(NC(=O)N2CCSc3ncccc32)cc1	3.7%	0.7	6.9%
Cc1cccc(-c2nnc(SCC(=O)NC3CCCCC3)o2)c1	16.7%	0.1	1.6%
Cc1ccc(C)c(Cn2c3ccccc3c3cnn(CC(=O)NCCc4ccccc4)c(=O)c32)c1	0.0%	-4.4	4.4%
COc1cc(OC)c(C2C=C(c3ccc(C)cc3)Nc3c(C(=O)Nc4ccccc4)cnn32)cc1OC (configuration not stated)	1.1%	-5.2	17.4%
COc1ccccc1CCNC(=O)Cc1c(C)c2cc(Cl)c(O)cc2oc1=O	20.4%	6.7	222.7%[activator]
CCC(CC)C(=O)Nc1cccc(-c2nc3cccnc3s2)c1C	5.8%	-12.1	-0.5%
CC(=O)c1ccc(NC(=O)/C=C/c2ccc(C)o2)cc1	14.0%	-6.0	-8.4%
CCCCOc1ccc(C(=O)NCCc2csc(-c3cccc(F)c3)n2)cc1	11.2%	11.6	5.0%
COc1cccc(CNC(=O)c2ccc3c(c2)nnn3C2CCCC2)c1	5.2%	-9.3	-3.0%
COc1cc(NC(=O)N2CCC(CN3CCCC3)CC2)cc(OC)c1OC	4.9%	-0.8	-8.9%
CCc1cc(C(=O)NC(C)c2ccccc2)no1 (configuration not stated)	-12.8%	-6.5	0.6%
CC(=O)c1ccc(NS(=O)(=O)c2cccc(S(=O)(=O)c3ccc(Cl)cc3)c2)cc1	-0.5%	-19.4	2.6%
COc1ccc(F)cc1S(=O)(=O)NCC(c1ccco1)S(=O)(=O)c1cccs1 (configuration not stated)	-1.4%	3.5	0.9%
CCOc1ccc(C2C(C(=O)Nc3ccccc3)=C(C)Nc3nc(SCc4cccc(OC)c4)nn32)cc1 (configuration not stated)	7.3%	0.4	-10.9%
COc1ccc2c(CNCc3ccco3)c(C(=O)O)n(Cc3cccc(F)c3)c2c1	5.5%	4.3	0.8%
O=C(OCC1CCCO1)c1ccc2c(c1)N(Cc1ccccc1)C(=O)c1ccccc1S2(=O)=O (configuration not stated)	-10.3%	3.0	-14.8%
CCOc1ccc(NC(=O)CN2CCN(CC(=O)Nc3ccc(N(CC)CC)cc3)CC2)cc1	-2.6%	6.2	-6.3%
CCN(C(=O)Cn1nc(Cc2cccnc2)c2ccccc2c1=O)c1ccccc1F	4.9%	-2.8	1.2%
CCCOc1ccc(C(=O)N(Cc2ccccc2Cl)C2CCS(=O)(=O)C2)cc1 (configuration not stated)	4.1%	-13.5	-0.1%
COc1ccc(S(=O)(=O)N(CCc2ccccc2)CC(=O)Nc2cccc(OC)c2)cc1	?	-14.6	0.2%
CCN1CCN(c2ncnc3c2cnn3-c2ccc(C)c(Cl)c2)CC1	6.3%	-25.6	11.4%
CCN(CC)C(=O)CSc1nc2ccccc2c(=O)n1Cc1ccco1	2.6%	-6.3	6.0%
CCOc1ccc(-c2nc(CSCC(=O)NCc3ccc(C)cc3)c(C)o2)cc1	-18.0%	8.5	0.3%
COc1cccc(CNC(=O)c2ccc3c(c2)N(C)C(=O)C2CCCCN32)c1 (configuration not stated)	15.7%	-16.3	-4.9%
CCOc1ccc(C2CC(c3c(O)n(C4CCCCC4)c(=O)[nH]c3=O)=Nc3ccccc3S2)cc1 (configuration not stated)	-14.3%	9.4	0.0%
CC(C)CCN1C(=O)c2ccccc2CC1(C)C(=O)NC1CCC(C)CC1 (configuration not stated)	-4.8%	4.7	-5.7%
CCC(C)Cn1c(/C=C/c2ccccc2)nc2ccccc21 (configuration not stated)	?	-14.3	16.6%
COCCNC(=O)Cn1nc(C)c2c(C)n(-c3ccc(C)cc3)nc2c1=O	-22.6%	-8.6	1.4%
Cc1nc(-c2cccc(S(=O)(=O)N3CCC(C(=O)NCc4ccccc4)CC3)c2)no1	-2.3%	-16.7	-8.5%
Cc1cccc(-c2nc(SCCCOc3cc(C)c(Cl)c(C)c3)n3[nH]c(=O)cc3n2)c1	6.5%	3.2	5.5%
CCOC(=O)c1c(S(=O)(=O)N2CCC(C(=O)Nc3ccccc3OC)CC2)c(C)n(CC)c1C	20.6%	-2.2	-9.2%
Cc1cccc(Cn2c(CNS(=O)(=O)c3ccc(C(C)C)cc3)nc3cccnc32)c1	7.6%	12.8	6.7%
O=C(COc1ccccc1F)OCc1cc(=O)n2nc(C3CCCCC3)sc2n1	3.4%	2.0	0.1%
O=C(OCc1ccccc1F)c1ccc(-c2nnn(Cc3ccccc3)n2)cc1	3.9%	-10.9	14.4%
CCS(=O)(=O)c1ncc(N(Cc2ccco2)Cc2ccccc2F)c(C(=O)Nc2cccc(Cl)c2)n1	8.91µM*	-0.3	10.7%
CC(C)c1ccc(NC(=O)CSC2=Nc3ccccc3C3=NC(CCC(=O)NC4CCCCC4)C(=O)N23)cc1 (configuration not stated)	-14.4%	3.0	-3.1%
O=C(NCc1ccccc1Cl)c1c2c(nc3ccccc13)C(=O)N(C1CCCCC1)C2	-3.8%	-2.5	4.5%
COc1ccc(CNCc2c(C(=O)O)c(C)n(Cc3ccccc3C)c2C)cc1OC	10.2%	8.6	-10.2%
COc1ccc(-c2noc(N3CCC(C(=O)Nc4ccc(F)cc4Cl)CC3)n2)cc1	16.6%	7.5	0.7%
Cc1ccc(C)c(NC(=O)c2ccc3c(c2)CCN3S(=O)(=O)c2ccccc2)c1	7.9%	4.9	1.0%
Cc1cc(C)c(OCCOCCn2c(-c3ccc(Cl)cc3)nc3ccccc3c2=O)c(C)c1	-4.1%	-9.4	?
Cc1ccc(C)c(NC(=O)Cn2c(SCC(=O)NCc3ccccc3)nc3ccccc32)c1	-23.0%	-12.1	2.6%
CCOc1ccc(NC(=O)c2nnn(-c3ccc(F)c(Cl)c3)c2C)cc1	-1.5%	6.7	0.5%
Cc1ccccc1OCC(=O)Nc1ccc2oc(-c3ccc(F)cc3)nc2c1	-3.5%	-2.4	6.3%
CC(C)c1cnc2c(c1SCC(=O)Nc1ccc(OC(F)(F)F)cc1)c(=O)n(C)c(=O)n2C	10.7%	9.2	0.6%
COc1ccc(NC(=O)C2CCC(CNS(=O)(=O)c3ccc(Br)s3)CC2)c(OC)c1 (configuration not stated)	-20.3%	-6.3	0.3%
Cc1ccccc1Nc1c(-c2ccc(N3CCOCC3)cc2)nc2ccccn12	?	0.7	-14.7%
CC1CCc2c(sc3nnn(CC(=O)Nc4c(C(C)C)cccc4C(C)C)c(=O)c23)C1 (configuration not stated)	-11.6%	-7.7	9.3%
O=C1C(Nc2ccccc2)=CC(c2ccc(Br)cc2)N1c1ccccc1 (configuration not stated)	6.8%	2.9	0.2%
COc1ccc(-c2ccc(=O)n(CC(=O)Nc3ccc(OC)c(OC)c3)n2)cc1	13.1%	-18.7	-10.1%
CCc1ccc(S(=O)(=O)c2nnn3c2nc(Nc2ccc(C)c(Cl)c2)c2sccc23)cc1	4.5%	-0.1	-7.7%
Cc1ccc(C(=O)N2CCC(C(N)=O)CC2)cc1NC(=O)c1nsc2ccccc12	4.4%	-10.0	-7.2%
COc1cc(C2C(C(=O)Nc3ccccc3C)=C(C)Nc3nc(SCc4cc(C)ccc4C)nn32)ccc1O (configuration not stated)	3.8%	4.7	5.4%
COc1ccc(C)cc1NC(=O)C1CCN(S(=O)(=O)c2cc(Br)cc3c2N(C(C)=O)CC3)CC1	7.9%	0.8	-3.9%
CCOc1ccc(NS(=O)(=O)c2cc3c(cc2Cl)NC(=O)CO3)cc1	12.1%	-7.4	3.4%
Cc1scc(CN2CCN(c3ccccc3F)CC2)c1C	?	-4.9	2.4%
COc1ccccc1CN(Cc1ccco1)c1cnc(S(C)(=O)=O)nc1C(=O)Nc1ccccc1Cl	12.7%	0.2	17.2%
Cc1cn(C)c(CC(=O)N2CCN(c3ccccc3F)CC2)c1C(=O)O	13.3%	-12.4	1.9%
COc1ccc(-c2cc(C(=O)Oc3ccc(Br)cc3)c3ccccc3n2)cc1	18.6%	3.6	3.6%
Remaining list, next part.
SMILES	GLP1R inv ag	D3 ag	GLP1R cytotox
COCCNC(=O)CSc1c(C)cnc2c1c(=O)n(C)c(=O)n2C	5.2%	1.0	5.3%
COc1ccc(NC(=O)CSc2nc(-c3ccco3)cc(C(F)(F)F)n2)cc1Cl	-8.8%	12.9	-7.0%
CCc1nnc2c(Nc3ccc(Br)c(C)c3)nc3ccccc3n12	0.0%	7.8	5.1%
COc1ccc(-c2noc(-c3ccc(NCc4ccco4)c([N+](=O)[O-])c3)n2)cc1	12.5%	9.8	6.5%
Cc1ccc(CNc2nc3ccc(C)cc3n3nnnc23)cc1	6.5%	5.0	6.5%
COc1ccc(Cn2c(CNC(=O)Cc3cccc([N+](=O)[O-])c3)nc3cccnc32)cc1	4.9%	-22.7	-3.2%
COC(=O)c1ccc(NC(=O)N2CCc3c([nH]c4ccccc34)C2c2ccc(C)cc2)cc1 (configuration not stated)	4.47µM*	-20.3	-16.6%
O=C(CCC1N=C2c3ccccc3N=C(SCc3cccc(F)c3)N2C1=O)NC1CCCCC1 (configuration not stated)	0.1%	1.0	17.5%
Cc1cc(C)c2c(CC(=O)Nc3ccc(S(=O)(=O)Nc4nc(C)cc(C)n4)cc3)coc2c1	?	7.6	-2.4%
COc1ccc(CCNC(=O)c2ccc3c(c2)CCN3S(=O)(=O)c2ccccc2)cc1OC	-12.1%	7.8	-9.3%
Cc1ccc2nc(COc3ccccc3NC(=O)c3ccccc3C)cc(=O)n2c1	6.2%	1.1	2.7%
CCc1ccc2nc(N3CCN(C(=O)C4CC4)CC3)sc2c1	13.8%	2.7	4.7%
Cc1ccc(NC(=O)Cn2c(=O)n(CCC(C)C)c(=O)c3cccnc32)cc1C	-17.1%	-6.1	-3.2%
Cc1ccc(-n2ncc3c(N4CCN(c5ccccc5)CC4)ncnc32)cc1C	-2.5%	15.2	-6.2%
Cc1ccccc1NC(=O)CSc1nc2nccnc2c(=O)n1CCc1c[nH]c2ccccc12	-27.0%	7.1	-18.4%
CCN(Cc1ccc(OC)cc1)c1ccc(-c2nc(-c3ccncc3)no2)cc1[N+](=O)[O-]	?	-6.8	-15.4%
CCN(Cc1ccccc1)C(=O)Cn1ncc2c(=O)oc3ccc(C)cc3c21	3.9%	0.9	3.0%
CC(=O)N1CCCC1c1nc2ccccc2n1Cc1ccccc1F (configuration not stated)	8.6%	7.1	-2.6%
CCCSc1ncc(Cl)c(C(=O)Nc2ccc(S(=O)(=O)N3CCC(C)CC3)cc2)n1	-2.9%	-3.2	-3.3%
CCOC(=O)c1scc(-c2ccccc2)c1S(=O)(=O)Nc1cc(Cl)c(OC)cc1OC	?	-1.2	-2.0%
COc1ccc(S(=O)(=O)NC(C)(C)CO)cc1-c1nnc2c3ccccc3c(C)nn12	118.7%[activator]	2.4	2.9%
Cc1ccc(-c2noc(-c3cccnc3N(C)Cc3ccc(Cl)cc3)n2)cc1	12.2%	4.1	1.3%
O=C(Nc1ccc2oc(-c3ccc(Cl)cc3)nc2c1)c1ccc2ccccc2c1	5.1%	0.5	-18.4%
CCC1CCCCN1C(=O)Cn1c(=O)n(CCCCCC(=O)NCc2ccc(F)cc2)c(=O)c2sccc21 (configuration not stated)	-5.4%	-0.5	-0.8%
Cc1ccccc1CN1CCCN(CC(=O)Nc2ccc(F)cc2)S1(=O)=O	?	-6.4	0.8%
COC(=O)c1cc(S(=O)(=O)N2CCN(c3cc(Cl)ccc3C)CC2)c[nH]1	?	-12.4	-16.6%
CCOc1ccc(NC(=O)c2ccc3c(c2)nnn3C2CCCC2)cc1	18.3%	-16.9	-2.4%
COc1ccc(CCN2CCC(CNC(=O)c3cnn(-c4cccc(Cl)c4)c3C3CCN(C(=O)OC(C)(C)C)CC3)CC2)cc1	?	-35.5	?
Cc1ccc(NC(=O)c2c(NC(=O)c3ccccc3)sc3c2CCC3)cc1	5.0%	3.3	4.2%
Cn1cc(-c2cc3n(n2)CCC(=O)N3CC(=O)NCc2ccc(Cl)cc2)c2ccccc21	-12.4%	-18.2	-9.2%
Cc1cc(Cl)ccc1NS(=O)(=O)c1c(C(=O)N2CCCCCC2)c(C)n(C)c1C	-31.4%	0.6	-8.5%

Reformatted: results already given
| Compound | GLP1R inv ag | D3 ag | GLP1R cytotox |
| --- | --- | --- | --- |
| COC(=O)c1cc(S(=O)(=O)N2CCN(c3cc(Cl)ccc3C)CC2)c[nH]1 | ? | -12.4 | -16.6% |
| CCOc1ccc(NC(=O)c2ccc3c(c2)nnn3C2CCCC2)cc1 | 18.3% | -16.9 | -2.4% |
| COc1ccc(CCN2CCC(CNC(=O)c3cnn(-c4cccc(Cl)c4)c3C3CCN(C(=O)OC(C)(C)C)CC3)CC2)cc1 | ? | -35.5 | ? |
| Cc1ccc(NC(=O)c2c(NC(=O)c3ccccc3)sc3c2CCC3)cc1 | 5.0% | 3.3 | 4.2% |
| Cn1cc(-c2cc3n(n2)CCC(=O)N3CC(=O)NCc2ccc(Cl)cc2)c2ccccc21 | -12.4% | -18.2 | -9.2% |
